STK33 kinase inh: blocks human STK33 kinase activity | Q9BYT3 | purified STK33, MBP phosphorylation, ADP-Glo luminescence | inhibition, % at 10 µM | 320,000 compounds, 0.073% hits;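 active = inhibition at or above 25%, using the most active replicate where run in duplicate; inactive = inhibition below 25%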
Target sequence (Q9BYT3 whole entry, looked up): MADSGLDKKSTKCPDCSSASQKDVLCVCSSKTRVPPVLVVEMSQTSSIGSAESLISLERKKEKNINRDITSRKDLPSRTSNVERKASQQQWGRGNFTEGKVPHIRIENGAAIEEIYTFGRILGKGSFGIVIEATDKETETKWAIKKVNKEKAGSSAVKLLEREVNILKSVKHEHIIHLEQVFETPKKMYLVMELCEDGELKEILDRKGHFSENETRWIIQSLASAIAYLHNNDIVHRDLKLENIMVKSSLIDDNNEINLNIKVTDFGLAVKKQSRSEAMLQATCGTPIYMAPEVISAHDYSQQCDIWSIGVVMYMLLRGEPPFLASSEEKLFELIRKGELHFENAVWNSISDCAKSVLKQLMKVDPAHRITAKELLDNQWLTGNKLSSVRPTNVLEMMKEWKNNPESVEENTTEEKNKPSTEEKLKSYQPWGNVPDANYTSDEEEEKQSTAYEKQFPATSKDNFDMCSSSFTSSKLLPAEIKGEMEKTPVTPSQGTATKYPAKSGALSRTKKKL
OX1R antag: OX1R (human) antagonism; O43613; OX1R-expressing cells, FRET antagonist read-out; inhibition, % at 6.6 µM; 330,000 compounds, 1.8% hits; in the data active = inhibition mostly above about 38%, no sharp cut-off; inactive = mostly below about 40%;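 also: 0% = agonist challenge alone and 100% = reference antagonist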
Target sequence (O43613 whole entry, looked up): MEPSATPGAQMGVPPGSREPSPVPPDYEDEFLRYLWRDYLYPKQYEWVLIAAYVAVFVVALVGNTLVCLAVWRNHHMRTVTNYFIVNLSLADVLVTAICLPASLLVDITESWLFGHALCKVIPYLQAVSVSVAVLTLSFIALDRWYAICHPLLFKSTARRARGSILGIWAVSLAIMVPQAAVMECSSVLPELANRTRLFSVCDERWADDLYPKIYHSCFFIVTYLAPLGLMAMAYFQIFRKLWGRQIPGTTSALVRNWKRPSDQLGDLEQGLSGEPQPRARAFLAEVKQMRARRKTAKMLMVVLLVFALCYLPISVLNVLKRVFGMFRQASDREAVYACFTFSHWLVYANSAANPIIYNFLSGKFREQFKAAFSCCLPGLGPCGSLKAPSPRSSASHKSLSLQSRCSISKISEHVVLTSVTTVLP
* marks the source's active call; other numbers are inactive results; . = not tested or not shown.

SMILES	STK33 kinase inh	OX1R antag
CN1CCN(NC(=O)CN2C(=O)/C(=C/c3c(Cl)cccc3Cl)SC2=S)CC1	-1.8	19
COc1ccc(CNC(=O)CCCN2C(=O)NC3(CCCC3)C2=O)cc1	-0.3	8
Cc1coc2c(C)c3oc(=O)c(CCC(=O)N(C)CC(=O)O)c(C)c3cc12	0.8	15
CCN1C(=O)c2ccccc2S(=O)(=O)c2ccc(C(=O)N3CCOCC3)cc21	-2.1	12
O=C(CCNC(=O)c1ccccc1Cl)NCC1CCCO1 (configuration not stated)	-1.2	18
Cc1ccsc1/C=C1/SC(=O)N(CC(=O)N2CCOCC2)C1=O	-1.9	37
O=C(CN(Cc1ccco1)C(=O)c1ccc(F)cc1F)Nc1ccccc1C(F)(F)F	-0.5	8
O=C(Cn1ccc2cc(S(=O)(=O)N3CCCC3)ccc21)NCCc1ccccc1	-1.5	55*
CCOc1ccc(NC(=O)c2ccc(S(=O)(=O)N3CCOCC3)cc2)cc1	-0.9	7
COc1ccc(NC(=O)c2ccc3nc[nH]c3c2)cc1	0.9	-4
COc1cccc(NC(=O)COc2cccnc2[N+](=O)[O-])c1	-0.1	18
CN1CCN(CC(O)Cn2c3ccccc3c3ccccc32)CC1 (configuration not stated)	-0.3	0
Cc1ccc(-c2nn(-c3ccccc3)cc2/C=N/NC(=O)c2ccncc2)o1	-1.0	40
O=C(COC(=O)c1ccc(Br)cc1)NCCC1=CCCCC1	0.0	24
O=C(Nc1ccccc1-c1ccccc1)c1ccccc1	2.0	36
c1ccc(C2=Nn3c(nnc3-c3cc(-c4ccccc4)n[nH]3)SC2)cc1	-0.7	10
Nc1c(C(=O)Nc2ccc(Cl)cc2)sc2nc(N3CCOCC3)c3c(c12)CCCC3	-0.7	4
COc1ccc(C(=O)Nc2nc3ccccc3[nH]2)cc1	1.4	7
O=C(NC(=S)NC1CCCc2ccccc21)c1ccco1 (configuration not stated)	-1.1	39
Cc1ccc(CC(=O)Nc2ccccc2-c2ccccc2)cc1C	-1.7	31
O=C(N/N=C/c1ccc(-c2ccc([N+](=O)[O-])cc2)o1)C(O)c1ccccc1 (configuration not stated)	0.0	18
CC(C)(O)C#Cc1ccccc1C(=O)NC(CC(N)=O)C(=O)O (configuration not stated)	-0.7	5
O=C(Nc1nnc(SCc2ccc(Cl)cc2)s1)C1CCCO1 (configuration not stated)	-0.2	10
O=C(NCc1ccc(C(F)(F)F)cc1)C1CC(c2cccc(F)c2)=NO1 (configuration not stated)	0.3	14
Cc1ccc2c(CN(C)Cc3cccc(Cl)c3)cc(=O)oc2c1C	0.9	1
COc1ccc(C(=O)Nc2ccc(O)c3ccccc23)cc1	-1.3	14
O=C(CN1C(=O)CCSc2ccccc21)Nc1ccc2c(c1)OCCO2	-0.7	5
CCOCCn1c(N2CCN(c3ccc(OC)cc3)CC2)nc2c1c(=O)n(C)c(=O)n2C	-0.5	13
O=C(N/N=C/c1ccc(F)cc1)c1cc[n+]([O-])cc1	-0.9	11
O=C(CCC(=O)Nc1ccc(Br)cc1)N/N=C/c1ccccc1F	-0.5	10
COc1cc(OC)c(C2=NOC(C(=O)NCCc3ccccc3)C2)cc1Cl (configuration not stated)	.	16
COc1cccc(Oc2ccc(S(=O)(=O)N3CCOCC3)cc2[N+](=O)[O-])c1	-2.0	15
COC(=O)c1c(C)oc(C)c1S(=O)(=O)NCc1ccc(Cl)cc1Cl	0.8	12
NC(=O)c1ccc(NC(=O)CCC(=O)c2cccs2)cc1	0.1	24
CCCNC(=O)C(Cc1ccccc1)NS(=O)(=O)c1ccc2c(c1)c(=O)n(C)c(=O)n2C (configuration not stated)	-2.3	3
Cc1nc2ccc(NC(=O)c3ccc(Br)o3)cc2s1	6.1	9
Cc1ccc(C(=O)NCCc2nnc3ccc(NCc4ccc5c(c4)OCO5)nn23)cc1	-1.3	1
O=C(Cn1nnc(-c2ccccc2)n1)NC1CCS(=O)(=O)C1 (configuration not stated)	-0.6	3
CNC(=O)c1c(NC(=O)c2ccc(S(=O)(=O)N3CCCCC3C)cc2)sc2c1CCN(C)C2 (configuration not stated)	-1.6	0
COC(=O)c1ccccc1NC(=S)N1CCN(C2CCCCC2)CC1	0.4	6
O=C(COc1ccccc1[N+](=O)[O-])OCC(=O)N1CCC(Cc2ccccc2)CC1	-0.1	5
Nn1c(SCc2cc([N+](=O)[O-])cc3c2OCOC3)nnc1-c1ccccn1	-1.3	32
Cc1nnsc1C(=O)N/N=C/c1ccc2ccccc2c1O	1.5	64
O=C(Nc1ccc(N2CCOCC2)cc1)C1CC(=O)N(c2ccccc2)C1 (configuration not stated)	-1.1	7
COc1ccc(-n2ncc3c(N4CCN(c5cccc(C)c5C)CC4)ncnc32)cc1	-0.3	15
COC(=O)C1NC(=O)N2C(C(=O)OC)C(C)(C)S[C@H]12 (some centres not stated)	0.4	4
O=C(O)CCN(CCC(=O)O)S(=O)(=O)c1ccccc1	-0.6	11
Cc1cccc(C(=O)NC2CCN(C(=O)NCc3ccccc3)CC2)c1	-0.9	41

3 entries picked at random from those above:
SMILES	STK33 kinase inh	OX1R antag
O=C(N/N=C/c1ccc(-c2ccc([N+](=O)[O-])cc2)o1)C(O)c1ccccc1 (configuration not stated)	0.0	18
CCCNC(=O)C(Cc1ccccc1)NS(=O)(=O)c1ccc2c(c1)c(=O)n(C)c(=O)n2C (configuration not stated)	-2.3	3
CCN1C(=O)c2ccccc2S(=O)(=O)c2ccc(C(=O)N3CCOCC3)cc21	-2.1	12

(listing goes on)
SMILES	STK33 kinase inh	OX1R antag
Cc1nc2ncnn2c(C)c1CCC(=O)N1CCN(Cc2ccccc2)CC1	-0.3	7
Cc1ccc(SCCNC(=O)c2ccccc2C)cc1	-1.7	12
O=C(CN1CCN(Cc2ccccc2)CC1)N1CCCCCC1	-1.1	13
Cc1cccc(C)c1NC(=O)CS(=O)CC(=O)NCCCc1ccccc1 (configuration not stated)	-0.5	-1
CC1(C)CC2(CC(c3ccccc3F)c3ccc(O)c(O)c3O2)NC(=S)N1 (configuration not stated)	0.8	3
COc1ccc(C(=O)NCc2ccncc2)cc1OC	-1.7	11
O=C(NCCCN1CCOCC1)C1CCN(S(=O)(=O)c2cccc(Cl)c2Cl)CC1	-0.4	10
Cc1cc(C(=O)N2CCCC(CO)(Cc3ccc(F)cc3)C2)c(C)o1 (configuration not stated)	-1.1	33
Cc1cc(Br)ccc1N=C1NC(=O)CS1	-1.8	-11
Cc1ccc(C(=O)O)c(C(=O)Nc2nc3ccccc3s2)c1	0.2	-4
COc1ccccc1C(=O)Oc1cc(N)n(S(=O)(=O)c2ccc(C)cc2)n1	0.0	24
Cc1ccc(C)c(NC(=O)Cc2ccc(S(=O)(=O)N3CCCCC3)s2)c1	-1.9	20
COc1ccccc1Nc1nc(NCCCCO)nc(N2CCCC2)n1	0.0	17
CC(C)COc1ccc(Br)cc1CNC(C)(C)C	-1.2	-28
O=C(CC1C(=O)NCCN1C(=S)Nc1ccccc1)Nc1ccc(F)cc1 (configuration not stated)	0.5	6
CC(=O)NCCNC(=O)c1ccc(CSc2nc3ccccc3s2)cc1	-0.1	13
CCOC(=O)[C@@H]1[C@H]2COc3ccccc3[C@@H]2N2C(=O)N(c3cccc(C)c3)C(=O)[C@]12C	0.2	17
CCOC(=O)C(Cc1ccc(N)cc1)N1C(=O)c2ccccc2C1=O (configuration not stated)	-1.4	10
CC(=O)Nc1ccc(C(=O)OCC(=O)Nc2c(F)cccc2F)cc1	-1.7	14
O=C(CCC1CCCN(C(=O)c2cncs2)C1)NCc1ccc(F)c(F)c1 (configuration not stated)	0.9	24
Cc1c(N/C(=N/S(=O)(=O)c2cc([N+](=O)[O-])ccc2Cl)c2ccccc2)c(=O)n(-c2ccccc2)n1C	0.3	52
O=C(O)COc1c(Cl)cc(/C=C2/NC(=O)NC2=O)cc1Br	1.4	88*
O=C(CN1C(=O)CSc2ccc(S(=O)(=O)N3CCOCC3)cc21)NCCCN1CCCCC1	-1.1	-1
COc1ccccc1N1CCN(C(=O)c2cc(-c3ccc(F)cc3)on2)CC1	-1.4	13
O=C(Nc1ccccc1)OC1CCS(=O)(=O)C1 (configuration not stated)	0.6	-13
N#C/C(=C\c1ccc(OCC(N)=O)cc1)c1ccccc1	-0.5	16
CC1CCC(NS(=O)(=O)c2cccc3nsnc23)CC1 (configuration not stated)	-0.8	34
COc1cc(/C=C/C(=O)OCC(=O)Nc2cccc(Oc3ccccc3)c2)ccc1O	-0.5	12
O=C(O)CCN1Cc2ccccc2C1=O	-0.8	6
CCOC(=O)CN1C(=O)C(=O)N(Cc2c(Cl)cccc2Cl)C1=O	-1.2	-7
C=C1CCC[C@]2(C)C[C@H]3OC(=O)C(CNCC(C)C)[C@H]3CC12 (some centres not stated)	-0.5	-6
COc1cc(NC(=O)CN(C)Cc2ccc(OC(F)F)cc2)c(C)cc1[N+](=O)[O-]	-0.1	7
Cc1ccsc1C(=O)N1CCc2ccccc2C1	-0.4	6
O=C(OCc1nc2ccsc2c(=O)[nH]1)c1ccc(Cl)s1	-1.4	10
O=C1NC[C@H](c2ccccc2)OC(=O)[C@@H](Cc2ccc(F)cc2)CC/C=C/C[C@H]1CC(=O)N(CCO)Cc1ccccc1	-0.4	18
COc1ccc(CCN2CC(C(=O)O)CC2=O)cc1 (configuration not stated)	-0.7	3

7 entries from above, with two lines to a compound:
Results follow in this order: STK33 kinase inh	OX1R antag
O=C(O)CCN1Cc2ccccc2C1=O
  -0.8	6
CCOC(=O)CN1C(=O)C(=O)N(Cc2c(Cl)cccc2Cl)C1=O
  -1.2	-7
C=C1CCC[C@]2(C)C[C@H]3OC(=O)C(CNCC(C)C)[C@H]3CC12 (some centres not stated)
  -0.5	-6
COc1cc(NC(=O)CN(C)Cc2ccc(OC(F)F)cc2)c(C)cc1[N+](=O)[O-]
  -0.1	7
Cc1ccsc1C(=O)N1CCc2ccccc2C1
  -0.4	6
O=C(OCc1nc2ccsc2c(=O)[nH]1)c1ccc(Cl)s1
  -1.4	10
O=C1NC[C@H](c2ccccc2)OC(=O)[C@@H](Cc2ccc(F)cc2)CC/C=C/C[C@H]1CC(=O)N(CCO)Cc1ccccc1
  -0.4	18

(list continues)
SMILES	STK33 kinase inh	OX1R antag
COc1ccc(S(=O)(=O)N2CCC(N3CCCC3)CC2)cc1	0.1	21
CCOc1ccc(C(=O)Nc2ccncc2)cc1	2.1	3
COc1cccc(OC)c1C(=O)NC(=S)Nc1cccc(NC(=O)c2ccco2)c1	-1.8	16
CC(C)[C@H](NC(=O)[C@H](CCCN=C(N)N)NC(=O)NC(Cc1ccccc1)C(=O)O)C(=O)NC(C=O)CCCN=C(N)N (some centres not stated)	-1.2	13
COc1ccc(CCNC(=O)CCN2C(=O)[C@@H]3Cc4ccccc4CN3C2=O)cc1	-1.0	8
Cc1c(C=O)c2ccccn2c1C(=O)c1cccc([N+](=O)[O-])c1	-0.8	4
CN(C)S(=O)(=O)c1ccc(NC(=O)CN2CCc3ccccc32)cc1	0.1	4
COc1ccc2cc(C3(C)NC(=O)N(CC(=O)NCC(F)(F)F)C3=O)ccc2c1 (configuration not stated)	-1.5	-4
CCOc1ccc(S(=O)(=O)N2CCCCC2)cc1NC(=O)CC1OC(=O)c2ccccc21 (configuration not stated)	-1.3	5
Cc1ccc(C)c(CSc2nnc(CCN)o2)c1	-0.7	9
O=C(Nc1nccs1)c1ccc(COc2ccc(Cl)cc2)o1	-1.2	20
CC(=O)Oc1ccc(N(C(C)=O)S(=O)(=O)c2cc([N+](=O)[O-])ccc2C)cc1	-2.0	15
Cc1c(NC(=O)CN2CCN(C(c3ccccc3)c3ccccc3)CC2)c(=O)n(-c2ccccc2)n1C	0.3	17
O=C(NCc1nc(-c2ccc(Cl)cc2)no1)c1ccco1	0.1	4
COCCNC(=S)N/N=C(\C)c1ccc(-n2ccnc2)cc1	1.9	7
COc1cccc(C(=O)N(c2ccc(C)cc2)C2C=CS(=O)(=O)C2)c1 (configuration not stated)	-0.6	8
CCOC(=O)N1CCN(CC(O)COCC2=CCC3CC2C3(C)C)CC1 (configuration not stated)	.	13
COCCNC(=O)c1cccc(S(=O)(=O)N2CC3(C)CC2CC(C)(C)C3)c1 (configuration not stated)	-0.3	25
COc1ccc(OC)c(N2CC(O)(c3ccccc3)[N+]3=C2SCCC3)c1 (configuration not stated)	.	17
COc1ccccc1NC(=O)N1CCc2[nH]c3ccc(F)cc3c2C1	0.0	35
CC(C)(C)OC(=O)NCCCCCNC(=O)c1[nH]cnc1C(=O)Nc1ccon1	0.1	5
CN(CC(=O)NCc1ccc(Cl)cc1)S(=O)(=O)c1cccc2nsnc12	0.7	20
COc1ccc2sc(-c3ccccc3OC)c(C#CCCO)c2c1	-0.3	9
Cc1cccc(C)c1Nc1nnc(SCC(=O)NCCCN2CCCC2=O)s1	-0.4	6
NS(=O)(=O)c1ccc(CNC(=O)C2CCCN2C(=O)c2cccs2)cc1 (configuration not stated)	-0.7	10
COc1ccc(S(=O)(=O)NCCC(=O)NCc2ccc(F)cc2)cc1	0.3	16
CCOC(=O)NC(Nc1cc(C)on1)(C(F)(F)F)C(F)(F)F	-1.0	3
CCOC(=O)c1cnc(SC)nc1Oc1cccc(NC(=O)c2cccc(Cl)c2Cl)c1	-2.0	15
CCN(CC)S(=O)(=O)c1cccc(NC(=O)COC(=O)c2cc(C)oc2C)c1	-0.3	28
O=C(CN1C(=O)C2C3C=CC(C3)C2C1=O)OCC(=O)c1ccccc1 (configuration not stated)	-0.8	12
Cc1cc(C)cc(NC(=O)Cn2cnc3c(nnn3Cc3ccc(F)cc3)c2=O)c1	-0.4	14

Screens from PubChem.
